GLS inhibitor: qHTS for Inhibitors of Glutaminase (GLS) | Glutaminase kidney isoform, mitochondrial (Homo sapiens), O94925 | GLS enzymatic activity, qHTS titration | Potency, µM (top dose mostly 45.5 µM), for the others: at the highest dose activity change, negative = inhibition, actives largely listed as inhibitors | actives 0.21% (n = 410,000) | AID 624170, 2012; note: potency is the fitted concentration of half-maximal effect; % is set by controls: 0 for no effect and ±100 for the full control effect
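Human kidney-isoform GLS in 45 mM KH2PO4 pH 8.2, 0.02% Tween-20, with compound, started with 1mM L-Glutamine (added stock). Glutamate oxidase/HRP/Amplex red coupled fluorescence read at start and after 30 min at RT.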
RGS4 inhibitor: Inhibitors of Regulator of G Protein Signaling (RGS) 4: qHTS | Potency, µM (doses to about 114 µM), for inactives: at the highest dose activity change, negative = inhibition, usual class: inhibitors | actives 0.039% (n = 390,000) | Transcreener GDP fluorescence polarization, RGS4-accelerated GTP hydrolysis | AID 504845, 2011; note: potency is the fitted concentration of half-maximal effect; % is set by controls: 0 for no effect and ±100 for the full control effect; nearly all actives have a fitted effect of over 75% in size; some results filed as inactive show a strong effect at the top dose
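MLSMR compounds (23 nl, pin-transferred) preincubated 10 min at room temperature with a 500nM (2x) first reagent, then RGS4 at 900nM (2x) plus Transcreener GDP mix added; fluorescence polarization (620/688 nm) read before and after 90 min at 30 °C.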
JMJD2A Tudor inh: qHTS Assay for Inhibitors of JMJD2A-Tudor Domain; Lysine-specific demethylase 4A (Homo sapiens), O75164; AlphaScreen JMJD2A-Tudor / H3K4me3 peptide binding; Potency, µM (highest dose often 114 µM), without a hit: at the highest dose activity change, negative = inhibition, actives largely listed as inhibitors; actives 4.4% (n = 390,000); AID 504339, 2011; note: potency is the fitted concentration of half-maximal effect; % is set by controls: 0 for no effect and ±100 for the full control effect; nearly all actives have a fitted effect of over 50% in size
G9a inh: qHTS Assay for Inhibitors of Histone Lysine Methyltransferase G9a | actives 8.8% (n = 350,000) | G9a H3K9 monomethylation, AlphaScreen, 2 h | Potency, µM (highest dose often 102 µM), for the others: at the highest dose activity, negative = inhibition, hits mostly inhibitors | AID 504332, 2011; note: potency is the fitted concentration of half-maximal effect; % is set by controls: 0 for no effect and ±100 for the full control effect; nearly all actives have a fitted effect of over 75% in size
Target sequence (Q96KQ7 913-1193 limits assumed): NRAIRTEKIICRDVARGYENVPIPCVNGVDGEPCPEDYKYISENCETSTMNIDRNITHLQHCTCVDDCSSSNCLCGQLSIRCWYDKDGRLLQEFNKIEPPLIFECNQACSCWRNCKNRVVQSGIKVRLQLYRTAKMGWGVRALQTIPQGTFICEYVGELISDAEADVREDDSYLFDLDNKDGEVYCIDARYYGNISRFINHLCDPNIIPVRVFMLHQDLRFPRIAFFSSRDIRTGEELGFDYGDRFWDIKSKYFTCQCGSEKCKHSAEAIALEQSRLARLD
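Compounds were preincubated with 20 nM G9a for 15 min, after which biotinylated H3K9 peptide (500 nM) and SAM (20 uM) started a 2 h room-temperature reaction. Monomethylated product was quantified by antibody-based AlphaScreen chemiluminescence.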
12-LOX inh: Primary qHTS assay for inhibitors of human arachidonate 12S-lipoxygenase (ALOX12): Round 2 | Polyunsaturated fatty acid lipoxygenase ALOX12 (Homo sapiens), P18054 | purified 12hLO, xylenol orange hydroperoxide absorbance | Potency, µM (doses to about 108 µM), for inactives: at the top dose activity change, negative = inhibition, hits mostly inhibitors | actives 1.1% (n = 580,000); note: potency is the fitted concentration of half-maximal effect; % is set by controls: 0 for no effect and ±100 for the full control effect
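Hydroperoxide product was detected by ferrous iron/xylenol orange as the 573 to 405 nm absorbance ratio. Arachidonic acid at 40 uM (final) was turned over for 30 min at room temperature by 150 nM human 12hLO, pH 7.0 Hepes buffer, after 15 min compound preincubation.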
PI4K2A inh: qHTS for small molecular inhibitors of PI4K2A. Phosphatidylinositol 4-kinase type 2-alpha (Homo sapiens), Q9BTU6. purified PI4K2A, ADP-Glo luminescence, 1 h; stronger effect = lower value. activity change, negative = inhibition, % at 76.9 µM. actives 0.13% (n = 420,000). AID 1346378, 2018; in the data active = activity change below about -50%; inconclusive = mostly about -30% to -49%;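 note: -100% = wells without enzyme as full effect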
Target sequence (Q9BTU6 whole entry, looked up): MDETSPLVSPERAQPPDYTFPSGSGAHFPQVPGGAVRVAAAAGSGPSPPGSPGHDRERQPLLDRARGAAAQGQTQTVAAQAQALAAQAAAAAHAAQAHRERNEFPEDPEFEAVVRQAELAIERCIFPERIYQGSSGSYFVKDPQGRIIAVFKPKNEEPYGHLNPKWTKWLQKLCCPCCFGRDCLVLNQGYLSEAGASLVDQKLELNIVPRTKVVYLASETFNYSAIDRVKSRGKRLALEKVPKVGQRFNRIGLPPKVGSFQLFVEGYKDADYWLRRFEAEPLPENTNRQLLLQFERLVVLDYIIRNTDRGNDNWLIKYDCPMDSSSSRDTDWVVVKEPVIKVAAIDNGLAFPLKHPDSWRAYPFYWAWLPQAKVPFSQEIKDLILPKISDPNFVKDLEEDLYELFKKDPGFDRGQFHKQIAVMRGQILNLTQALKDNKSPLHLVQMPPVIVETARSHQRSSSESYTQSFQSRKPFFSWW
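ADP-Glo luminescence measured ADP generated by PI4K2A enzyme (4 ug/mL before mixing) with 1.2 mM PI substrate (pre-mix) and 300 microM ATP (pre-mix). Tris pH7.5 buffer with MgCl2, Triton X-100; 1 h reaction at ambient temperature.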
ERG Ets-DNA blk: qHTS for Small Molecule Inhibitors of the ERG Ets/DNA interaction; fluorescence polarization, His-ERG Ets domain / labelled DNA; Potency, µM (doses to about 76.9 µM), inactives show at the highest dose FP activity, negative = inhibition, hits mostly inhibitors; actives 0.028% (n = 370,000); AID 624246, 2012; active = well fitted inhibition curve with a large enough effect in the polarisation, with a control signal flat; inconclusive = small, poorly fitted or top-dose-only effect, or effect the other way, or a change in a side signal; inactive = no such curve, though single readings can be large or run the other way; the % refers to the polarisation;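 note: polarization taken with two DNA probes labelled with fluorescein and Texas red; potency is the fitted concentration of half-maximal effect; % of control where 0% means no effect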
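His-tagged ERG Ets domain (1 uM in the protein solution; 300mM KCl, 50mM Tris-HCl, 1mM EDTA, 1mM DTT, pH 7.5) received compound, then a probe mix of 5 nM fluorescein-DNA and 100nM Texas-615-DNA. Fluorescence polarization was read for both dyes.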
HP1b chromo inh: HTS for Inhibitors of HP1-beta Chromodomain Interactions with Methylated Histone Tails | Chromobox protein homolog 1 (Homo sapiens), P83916 | AlphaScreen HP1-beta / biotin-H3K9me3 peptide binding | Potency, µM (doses to about 114 µM), for the others: at the top dose activity change, negative = inhibition, hits mostly inhibitors | actives 0.56% (n = 390,000) | AID 540317, 2011; note: potency is the fitted concentration of half-maximal effect; nearly all actives have a fitted effect of over 70% in size; inactives centre near 23
Target sequence (P83916 whole entry, looked up): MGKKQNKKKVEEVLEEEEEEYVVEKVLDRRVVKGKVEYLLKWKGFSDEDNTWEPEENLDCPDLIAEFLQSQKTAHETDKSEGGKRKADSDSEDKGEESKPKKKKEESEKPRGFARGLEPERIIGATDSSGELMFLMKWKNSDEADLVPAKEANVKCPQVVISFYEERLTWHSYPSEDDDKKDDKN
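AlphaScreen: HP1-beta (50 nM) preformed 30 min with biotin-H3(1-18)K9me3 peptide (50 nM) in PBS pH 7.4, 0.01% Tween-20. Compound added for 30 min at RT, then streptavidin donor/nickel chelate acceptor beads (10 ug/mL) for 30 min.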
BAZ2B block: qHTS Assay for Inhibitors of BAZ2B | Potency, µM (highest dose often 114 µM), for the others: top-dose activity change, negative = inhibition, usual class: inhibitors | actives 4.4% (n = 360,000) | Bromodomain adjacent to zinc finger domain protein 2B (Homo sapiens), Q9UIF8 | AlphaScreen BAZ2B-H3K14Ac peptide displacement; note: potency is the fitted concentration of half-maximal effect; % is set by controls: 0 for no effect and ±100 for the full control effect; nearly all actives have a fitted effect of over 60% in size
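Multi-concentration screen (max 110 uM) measuring displacement of acetylated histone H3 peptide from BAZ2B by AlphaScreen, using 50 nM protein, 50 nM peptide and 10 ug/mL streptavidin donor plus Ni-chelate acceptor beads.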
* = called active by the depositor; ? = inconclusive; nt = no result given; [ ] = dose if it differs, or a comment. Unless noted, calls come from the whole dose curve; as a rule, active = well fitted curve in the direction sought with a large enough effect; inconclusive = small, poorly fitted or top-dose-only effect, or another doubt; inactive = no such curve, though single readings can be large; an effect the other way counts as inactive or inconclusive. An excerpt; the hit share may differ from the screen's.

Values run as follows: GLS inhibitor | RGS4 inhibitor | JMJD2A Tudor inh | G9a inh | 12-LOX inh | PI4K2A inh | ERG Ets-DNA blk | HP1b chromo inh | BAZ2B block
> COCC(C)NC(=O)Cc1ccc(F)cc1 (stereo not drawn)
→ -13% | -46% | -7% | 6%[59 µM] | -20% | 3 | -13% | 59%[activator] | 4%
> COC(=O)C1=C(C)N(CCc2cc(OC)c(OC)c(OC)c2)C(=O)N[C@H]1c1ccccc1
→ 0% | -1% | -5% | nt | 9% | 0 | -1% | 18% | nt
> O=C(c1ccc(NS(=O)(=O)c2ccccc2)cc1)N1CCCC1
→ -3% | -54% | -12% | -1%[59 µM] | -4% | 2 | 2% | 16% | -6%
> Cc1c(Cl)cccc1-n1ncc(C(=O)NC2CCCC2)c1C1CCN(C(=O)OC(C)(C)C)CC1
→ -6% | -2% | -30% | -10%[59 µM] | ? | 0 | 4% | -6% | 7%[57.1 µM]
> CCN1CCN(C(=O)Cn2c(=O)sc3ccccc32)CC1
→ 9% | -7% | -17% | -4% | 189%[activator] | -1 | 1% | 34% | 0%
> O=C(NC1CCCC1)c1ccccc1OCc1ccccc1
→ -7% | -5% | 30% | 47% | 11% | -4 | -3% | 42% | -2%
> Oc1c(CN2CCOCC2)cc(COCc2ccccc2)c2cccnc12
→ -17% | 1% | 25µM* | ? | ? | -12 | 8% | 6% | 11µM*
> O=C1c2cnc3nc(SCc4ccccc4)nn3c2CC2c3ccccc3CCN12 (stereo not drawn)
→ -2% | 19% | -7%[57.1 µM] | 16%[59 µM] | 0% | -7 | 9% | 15% | 12%
> CC(=O)Nc1ccc(NC(=O)C2CCN(c3cnccn3)CC2)cc1
→ -7% | 7% | -29% | 1%[59 µM] | -15% | 3 | 3% | 6% | -11%
> O=C(CNC(=O)c1ccco1)Nc1ccc(S(=O)(=O)N2CCCC2)cc1
→ 4% | -14% | -14% | 1% | -20% | -2 | 1% | 26% | ?
> COc1ccc(C(=O)NC(=S)NCc2ccco2)cc1
→ -14% | -21% | ? | nt | ? | -3 | -1% | -30% | ?
> CN1CC(=O)N(CC(=O)N2N=C(c3ccc(Cl)cc3)CC2c2ccco2)C1=O (stereo not drawn)
→ -16% | -30% | -7% | ? | -8% | 2 | 3% | 44%[activator] | nt
> Cc1cc(C)nc(NN2C(=O)/C(=C/c3ccccc3)SC2=S)n1
→ -8% | -45% | -11% | 40µM* | -5% | 8 | 5% | 1% | -8%
> CCC(C(=O)Nc1ccon1)c1ccccc1 (stereo not drawn)
→ 14% | 33% | -5% | 15% | 3% | -1 | -4% | 45%[activator] | -3%
> Cc1csc(NC(=O)C2CCCN(S(=O)(=O)c3cnc[nH]3)C2)n1 (stereo not drawn)
→ -1% | -6% | -13% | ? | 21% | 2 | -6% | 47%[activator] | -7%
> COc1ccc(CCNC(=O)c2cccnc2)cc1
→ -3% | 7% | -10% | -2% | 20% | 2 | nt | 37% | 0%
> CCOCCCn1c(SCC(=O)Nc2cc(C(C)(C)C)nn2-c2ccccc2)nc2ccccc2c1=O
→ -3% | -5% | -4% | -2%[59 µM] | 14% | 2 | 0% | 31% | -7%
> Cn1c2ccccc2c2nnc(SCC(=O)NCc3ccoc3)nc21
→ 51%[activator] | -24% | -8% | -21% | 0% | 0 | -4% | 19% | -34%
> CCOc1cc(NC(=S)NCCCN2CCOCC2)c(OCC)cc1NC(=O)c1ccco1
→ -16% | 23% | -24% | -16% | ? | -2 | 14% | 0% | -20%
> CN1CCN(c2ccc(S(=O)(=O)N3CCCCC3)cc2NC(=O)CCc2ccccc2)CC1
→ 1% | 17% | -2% | -13%[59 µM] | ? | -1 | 11% | 26% | 7%
> Cc1ccc(-c2noc(-c3ccccc3F)n2)cc1
→ 1% | -4% | 155%[activator] | 219%[activator] | 1% | -3 | -10% | 216%[activator] | 109%[activator]
> O=C(NCCc1ccc(F)cc1)C(=O)NCC(c1cccs1)S(=O)(=O)c1ccc(F)cc1 (stereo not drawn)
→ 0% | -11% | -19% | 10%[59 µM] | -19% | 6 | 6% | 1% | -3%
> Cc1c(CCC(=O)NCCCC(=O)O)c(=O)oc2cc3oc4c(c3cc12)CCCC4
→ -7% | -12% | -24% | 25% | 0% | -4 | -18% | 30% | 3%
> CCc1cc2c(SCC(=O)N(C)C3CCS(=O)(=O)C3)ncnc2s1 (stereo not drawn)
→ 0% | 0% | -7% | 29%[59 µM] | -12% | -7 | -2% | 15%[57 µM] | 2%
> CC(OC(=O)C1=COCCO1)C(=O)Nc1ccc(Oc2ccccc2)cc1 (stereo not drawn)
→ -2% | 3% | -7% | -6%[59 µM] | 0% | -10 | 0% | 31% | 12%
> CCN(CC)C(=O)CSc1nc(-c2ccccc2)cc(-c2ccc(OC)cc2)c1C#N
→ 4% | -24% | 3% | -40%[59 µM] | -17% | -1 | -1% | 20% | 1%
> CC(=O)c1ccc(N2CCN(C(=O)c3ccccc3SCC(=O)NCc3ccco3)CC2)c(F)c1
→ 9% | -27% | -29% | nt | -21% | 1 | -2%[15.4 µM] | 5% | nt
> CCCS(=O)(=O)N1CCC(C(=O)NCc2ccccc2Cl)CC1
→ 3% | 8% | -16% | 3%[12.7 µM] | 12% | 1 | -5% | 11% | -4%
> C[C@H](NC(=O)c1ccccc1F)C(=O)N1CCC2(CC1)NCCc1[nH]cnc12
→ 6% | 22%[11.4 µM] | ? | -16% | 3% | 6 | -2% | 10% | -13%
> CC(C)(C)c1ccc(C(=O)c2c[nH]c(C(=O)NCc3cccs3)c2)cc1
→ -7% | -16% | -35% | -6% | 1% | 4 | 2% | 20% | -31%
> CC(C)OC(=O)C(C)Nc1n[nH]c(=S)[nH]c1=O (stereo not drawn)
→ 0% | -11% | -1% | 45µM* | -7% | -5 | 4% | 52%[activator] | -21%
> Cc1ccc(CNC(=O)C2CCCN(S(=O)(=O)c3ccc(F)cc3)C2)cc1 (stereo not drawn)
→ 0% | 12% | -8% | nt | -15% | 2 | -9% | 11% | 1%
> COc1ccc(-n2c(=S)[nH]c3cc(C(=O)Nc4ccc(OC)c(OC)c4)ccc3c2=O)cc1
→ 3% | -2% | -25% | -9% | 21% | 4 | -3% | 4% | -2%
> Cc1ccc(C(=O)COC(=O)c2cn3ccccc3n2)cc1
→ 2% | 5% | -15% | -3% | 0% | -4 | -4% | 35% | -4%
> CCC(C)c1ccccc1N1CC(C(=O)NCCC2=CCCCC2)CC1=O (stereo not drawn)
→ -2% | -16% | 0% | 14%[59 µM] | 393%[activator] | 3 | 15%[15.4 µM] | 28% | 7%
> Cc1cc(C)n(-c2ccc(Cl)c(C(=O)Nc3cc(C(F)(F)F)ccc3Cl)n2)n1
→ -2% | -44% | -8% | 27%[59 µM] | 19% | -1 | 0% | 50%[activator] | -1%
> CCc1ccc(/C=C2\SC(=S)N(CCC(=O)NCCCN3CCOCC3)C2=O)cc1
→ 13% | 28% | ? | nt | ? | -3 | 15% | -8% | 35µM*
> CCOc1ccc(NC(=O)Nc2nnc(CC)s2)cc1
→ 7% | 2% | -9% | -44% | 0% | -2 | 1% | 14% | -22%
> CCOC(=O)c1ccc(NC(=O)C(C)N(c2ccc(OCC)cc2)S(C)(=O)=O)cc1 (stereo not drawn)
→ -12% | -25% | -11% | ? | -26% | -11 | -8% | 17% | -2%
> CCCC(=O)Nc1c2c(nn1-c1ccccc1)CSC2
→ -5% | 5% | -24% | 18%[59 µM] | 3% | 4 | 6% | 13%[57 µM] | -1%
> O=C(C1CCN(S(=O)(=O)c2cnc[nH]2)CC1)N1CCN(Cc2ccc3c(c2)OCO3)CC1
→ ? | -52%[11.4 µM] | ? | -12%[12.7 µM] | 3% | -15 | 1% | 6% | -16%
> Cc1ccc(CC(NC(=O)c2ccccc2)C(=O)N2CCCC2C(=O)O)cc1 (stereo not drawn)
→ 3% | 7% | -1% | -33%[12.7 µM] | -12% | -1 | -5% | 27% | -4%
> CNS(=O)(=O)c1cn(CC(=O)N2CCN(c3ccc(Cl)cc3)CC2)cc1S(=O)(=O)NC
→ 0% | -11% | -10% | 12%[59 µM] | -15% | -1 | -6% | 48%[activator] | 12%
> N#Cc1cnn(Cc2ccc(Cl)cc2)c1N
→ 1% | -13% | -8% | -26% | 0% | 1 | -3% | 37%[activator] | -5%

High-throughput results: PubChem, National Center for Advancing Translational Sciences (NCATS)
